Compound activity (PubChem BioAssay)
SENP1 inh: blocks the human SENP1 SUMO protease catalytic domain; AID 624204; recombinant SENP1 catalytic domain, CyPet-SUMO1-YPet FRET cleavage; inhibition, % at 10 µM; 360,000 tested, 0.21% active; Q9P0U3;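 active = inhibition at least 30% at 10 µM, raw YFP signal under a set limit, fluorescence ratio 0.5 to 1.5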;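 note: 0% = enzyme with DMSO and 100% = no enzyme wells; some results filed as inactive read as strong as hits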
Target sequence (Q9P0U3 419-644 limits assumed): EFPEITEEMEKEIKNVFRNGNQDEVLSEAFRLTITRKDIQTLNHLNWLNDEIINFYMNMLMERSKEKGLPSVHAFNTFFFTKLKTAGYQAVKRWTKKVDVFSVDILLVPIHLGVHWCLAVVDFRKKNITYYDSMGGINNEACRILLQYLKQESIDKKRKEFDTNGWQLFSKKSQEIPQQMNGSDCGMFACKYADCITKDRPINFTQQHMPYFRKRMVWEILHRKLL
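Test system: recombinant human SENP1 catalytic domain, His6-tagged / Medium: pH 8 Tris buffer with EDTA, NaCl, BME, BSA, NP40, catalase / Also added: SUMO1 FRET substrate flanked by Cypet and Ypet, 25 nM / Times: 50 min reaction at room temperature / Signal: FRET, CFP and YFP emission / Control set: no-enzyme low control and enzyme-plus-DMSO high control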
A3G deaminase: APOBEC3G (human) deaminase inhibition | Q9HC16 | recombinant A3G, ssDNA deamination FAM/TAMRA fluorescence | inhibition, % at 20 µM | 330,000 tested, 0.28% active | AID 493012;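 active = inhibition of at least 40% at 20 µM, with no more than 30% in the related APOBEC3A deaminase screen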;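 note: plate controls were DMSO wells with A3G for no effect and wells lacking A3G enzyme for full effect; some compounds called inactive have numbers as strong as hits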
Target sequence (Q9HC16 whole entry, looked up): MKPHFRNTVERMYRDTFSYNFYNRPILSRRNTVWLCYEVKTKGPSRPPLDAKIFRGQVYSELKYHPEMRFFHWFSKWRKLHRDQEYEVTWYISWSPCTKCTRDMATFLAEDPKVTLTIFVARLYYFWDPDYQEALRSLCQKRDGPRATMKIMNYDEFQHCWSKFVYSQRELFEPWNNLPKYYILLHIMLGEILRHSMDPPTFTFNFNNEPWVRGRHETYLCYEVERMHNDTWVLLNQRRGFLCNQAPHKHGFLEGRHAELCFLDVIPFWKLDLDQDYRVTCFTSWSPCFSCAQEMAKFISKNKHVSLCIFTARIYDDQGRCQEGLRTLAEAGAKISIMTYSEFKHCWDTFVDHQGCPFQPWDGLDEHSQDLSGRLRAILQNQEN
SENP8 block-1: blocks human SENP8 cleavage of Nedd8 substrate. Q96LD8. recombinant SENP8, Nedd8 substrate fluorescence. inhibition, % at 20 µM. 360,000 tested, 0.64% active. AID 602440; in the data active = inhibition mostly above about 40%, no sharp cut-off; inactive = mostly below about 27%
Target sequence (Q96LD8 whole entry, looked up): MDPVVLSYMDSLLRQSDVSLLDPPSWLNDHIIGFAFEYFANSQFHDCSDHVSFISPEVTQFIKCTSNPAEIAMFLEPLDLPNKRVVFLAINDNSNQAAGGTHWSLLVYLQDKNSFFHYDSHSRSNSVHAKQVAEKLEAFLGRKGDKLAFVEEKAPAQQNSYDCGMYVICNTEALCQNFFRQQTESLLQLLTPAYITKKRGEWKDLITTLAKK
Apaf-1 inh: blocks human Apaf-1 apoptosome activity; O14727; inhibition, % at 20 µM; reconstituted apoptosome caspase-3 activity, DEVD-Rh110 fluorescence; AID 489030; 330,000 tested, 0.71% active; active = inhibition of at least 40% at 20 µM;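 note: plate controls were DMSO wells for no effect and DEVD-CHO caspase inhibitor wells for full effect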
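Material: biochemical Apaf-1 apoptosome reconstitution. Medium: Hepes buffer, pH 7.5. Also added: cytochrome c activation, bis-DEVD rhodamine 110 substrate. Timing: 30 min compound preincubation, 50 min activation, room temperature. Measured by: rhodamine 110 fluorescence at Ex 480/Em 540 nm.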
SENP8 block-2: inhibitors of human SENP8 protease | Q96LD8 | purified SENP8, Z-RLRGG-aminoluciferin cleavage, luminescence | inhibition, % at 10 µM | 330,000 tested, 1.2% active | AID 2540; in the data active = inhibition above about 50%
SENP7 inh: SENP7 protease inhibition; 330,000 tested, 1.5% active; AID 434973; recombinant SENP7, Z-RLRGG-aminoluciferin luminescence, 40 min; Q9BQF6; inhibition, % at 5 µM;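 active = inhibition above about 50% at the single test dose, limit read from the data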;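 note: plate controls were DMSO with enzyme for no effect and no enzyme buffer wells for full effect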
SENP6 inh: inhibitors of human SENP6 protease; 330,000 tested, 1.8% active; AID 2599; inhibition, % at 10 µM; Q9GZR1; Recombinant SENP6 catalytic domain, aminoluciferin luminescence;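 active = inhibition above about 50% at the single tested dose, limit read from the data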;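 note: plate controls were DMSO wells with enzyme for no effect and DMSO wells lacking enzyme for full effect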
UBC13 inh: inhibitors of human UBC13 polyubiquitin chain formation | P61088 | TR-FRET | inhibition, % at 20 µM | 330,000 tested, 0.47% active | AID 485273; in the data active = inhibition above about 45%, passing the limit was not always enough
Target sequence (P61088 whole entry, looked up): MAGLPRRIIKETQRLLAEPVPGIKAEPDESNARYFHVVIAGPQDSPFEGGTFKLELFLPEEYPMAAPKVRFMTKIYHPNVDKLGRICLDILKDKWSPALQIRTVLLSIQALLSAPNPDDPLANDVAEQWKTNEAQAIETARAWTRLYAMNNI
An asterisk follows results filed as active; · = no result given.

Molecule,SENP8 block-2,SENP7 inh,Apaf-1 inh,UBC13 inh,A3G deaminase,SENP8 block-1,SENP6 inh,SENP1 inh
Cc1cc(N2C(=O)C3C4CC(c5ccccc5)C(C4)C3C2=O)no1 (stereo not drawn),-13,-1,11,0,-1,17,4,2
CC(C)c1ccc(NC(=O)Nc2cc3sccc3n2C)cc1,1,4,20,-22,7,-67,29,-29
COc1ccc(NC(=O)C2CCC2)cc1S(=O)(=O)Nc1cc(C)ccc1Br,-12,-2,26,-6,-8,3,-20,3
CC(/C=N/NC(=O)Cn1cnc2c1c(=O)n(C)c(=O)n2C)=C\c1ccco1,-2,6,-7,-19,-5,-12,-19,-2
Cc1ccc(O)c(C(=O)c2cnc3c(c2)c(-c2ccc(F)cc2)c(C#N)c(=O)n3C)c1,-5,-6,4,8,-13,3,-15,-14
Cn1c(N)c(C(=O)COC(=O)COc2cccc(Br)c2)c(=O)n(C)c1=O,3,-3,-4,7,-5,-6,5,-4
COc1ccc(NC(=S)N(CCCN2CCCC(C)C2)Cc2cccs2)cc1 (stereo not drawn),2,4,-8,4,-4,19,-2,1
COC(=O)CSc1nc(N)c(C#N)c(C(C)C)c1C#N,-4,-12,3,5,-2,-118,-13,1
C=CCOc1ccccc1CNCc1ccc(F)cc1,1,5,-8,1,1,20,-8,1
O=C(Nc1ccc(F)cc1)c1cc(-c2ccncc2)nc2c(Cl)cccc12,-13,-5,23,-6,-11,10,-20,-1
COc1ccccc1Oc1ncnc2sccc12,-8,-11,-2,-13,-6,-3,-28,-1
O=C(NCCN1C(=O)S/C(=C\c2cccnc2)C1=O)C1CC(=O)N(Cc2ccco2)C1 (stereo not drawn),-2,-9,2,-8,-6,0,-15,-1
COc1cc(C(=O)OCc2cccc(S(=O)(=O)N3CCOCC3)c2)ccc1OCC(C)C,-13,-10,17,-12,-7,0,0,-1
C=CCn1cc(CN2CCC(C(=O)Nc3cccc(-c4cccc(F)c4)c3)CC2)c(C)n1,6,-3,19,5,2,5,-17,0
CC(C)(O)C#Cc1ccc(C(=O)N2CCCC(CNS(=O)(=O)c3cccs3)C2)o1 (stereo not drawn),-1,5,-1,-10,5,8,-11,-12
C=CCn1c(SCCOc2ccc(OC)cc2)nnc1C(NC(=O)c1ccc(OC)cc1)C(C)C (stereo not drawn),-4,1,5,10,-4,15,-2,1
Oc1c(C(c2cccs2)N2CCN(c3ccc(F)cc3)CC2)sc2ncnn12 (stereo not drawn),-7,2,1,-3,-7,15,-13,4
Cc1ccc(NC(=O)COC(=O)CN2C(=O)c3ccccc3C2=O)cc1S(=O)(=O)N(C)C,2,-7,-14,12,-15,29,-3,3
Cc1cccc(NC(=O)Nc2nnc(-c3ccccc3)o2)c1,-3,-7,-12,-13,-5,30,-3,2
S=c1[nH]nc(COc2ccccc2)n1/N=C/c1ccc(Cl)c(Cl)c1,-12,-6,4,-5,3,16,2,1
CCOC(=O)N1CCN(CC(O)COc2cc(C)ccc2C(C)C)CC1 (stereo not drawn),-2,-2,6,7,-3,15,-3,2
CCOC(=O)/C=C1\CN(Cc2ccc(OC)cc2)S(=O)(=O)c2ccccc21,-9,-1,14,0,-5,-2,-7,-2
CC1CCN(C(=O)CSc2nnc(Cn3c(=O)sc4ccccc43)n2C)CC1,1,0,43*,8,-5,8,-5,2
COc1cc(N2C(=O)CC3(CCCC3)CC2=O)cc(OC)c1OC,-6,-7,-17,0,0,8,-11,4
O=C(COc1ccc([N+](=O)[O-])cc1)Nc1cccc(C(=O)Nc2ccccc2C(=O)O)c1,1,-3,19,-4,0,6,1,2
O=C(Cn1nc(C(=O)O)c2ccccc2c1=O)Nc1ccc(F)cc1F,-6,-9,6,0,-9,3,-55,1
Cc1c(NC(=O)CN2C(=O)NC(CCc3ccccc3)C2=O)c(=O)n(-c2ccccc2)n1C (stereo not drawn),3,-8,-4,-6,-5,9,-4,1
Clc1ccc(-c2n[nH]c3c2CCCC3)cc1,-4,-1,9,7,-3,-2,30,2
Cc1c(Cl)c([N+](=O)[O-])nn1CC(=O)NC(C)c1ccccc1 (stereo not drawn),0,2,-6,8,-5,16,-16,-1
CC(C)N1CC(C(=O)Nc2ccc(F)c(Cl)c2)CC1=O (stereo not drawn),3,-3,6,-6,-5,22,17,-2
Cc1c(C(=O)c2ccc(F)cc2)c2ccccn2c1CCc1ccccn1,-5,1,7,-4,-2,-23,8,-78
CC(C)n1cc(CN2CCN(CCc3ccccc3)C(CCO)C2)cn1 (stereo not drawn),-3,-12,-1,1,0,11,-1,-3
Cc1cc(OCC(=O)Nc2nccs2)c2c(C)cc(=O)oc2c1,-5,11,-20,-1,14,-140,-6,2
OCCNCCNCc1ccc(-c2ccccc2)cc1,6,-1,1,11,-1,·,15,·
OC(COCc1ccccc1)CN1CCCC1 (stereo not drawn),-8,-12,-10,1,-5,14,-3,1
O=C(NCC1CC1)C1(C(F)(F)F)CC(CCc2ccccc2)CCCO1 (stereo not drawn),-1,3,9,10,-6,9,-14,1
O=C1Nc2ccccc2C1Cc1ccc(OC(F)(F)F)cc1 (stereo not drawn),-9,-7,17,-4,-9,-13,2,-1
CCCC(=O)Nc1ccc(C(=O)NNC(=O)c2ccco2)cc1,0,-6,11,0,-3,16,1,1
CCOc1ccccc1CN1CCN(Cc2ccc(C)o2)CC1CCO (stereo not drawn),-16,-11,-8,-11,-6,-3,-4,-2
COc1ccc(NC(=O)CSc2nc(C)cs2)c(OC)c1,-5,-4,-3,-5,-4,10,1,2
CSCCC(NC(=O)c1ccco1)C(=O)OCC(=O)Nc1sccc1C#N (stereo not drawn),4,2,8,-12,0,·,19,·
CCC(=O)Nc1cc(C(=O)OCC(=O)c2ccc(Cl)cc2Cl)ccc1C,-14,-15,11,-3,-1,4,-13,1
CCCCN(C)CCNC(=O)c1cc2c(-c3cccc(OC)c3)nn(C)c2s1,2,-1,11,46*,-2,-276,9,1
COc1ccc(C2NC(C(=O)O)Cc3c2[nH]c2ccccc32)cc1OC (stereo not drawn),1,5,-2,0,-5,-50,3,-114
O=C(N/N=C/c1cccnc1)c1ccc([N+](=O)[O-])cc1,11,-1,-8,1,-4,16,17,-2
COc1ccc2c(c1)c(=O)c(C(=O)c1ccc(F)cc1)cn2CC(=O)Nc1ccc(F)cc1,-2,0,10,22,-6,-37,-12,1
O=C(NC(=Nc1ccccc1)N1CCOCC1)Nc1ccccc1,-3,-3,-20,8,-3,9,-2,0
COc1cc(NC(=S)NCCc2ccc(S(N)(=O)=O)cc2)c(OC)cc1Cl,-1,-9,-7,0,-14,5,1,-1
O=C(CSc1ccccn1)N1CCNC1=O,-5,1,-3,5,-1,20,-4,-4
O=C(COC(=O)c1ccc(O)cc1O)NC12CC3CC(CC(C3)C1)C2,-9,1,3,4,-3,2,6,-2

Further compounds follow:
Molecule,SENP8 block-2,SENP7 inh,Apaf-1 inh,UBC13 inh,A3G deaminase,SENP8 block-1,SENP6 inh,SENP1 inh
Cc1ccc(-n2c(SCC(N)=O)nnc2-c2ccc(S(=O)(=O)N3CCCCC3)cc2)c(C)c1,-4,-2,17,9,-4,-13,-23,2
CCCc1cc2c(cc1NC(=O)c1ccccc1Cl)OCO2,-4,-4,1,-4,5,27,-19,-1
CCOC(=O)c1ccc(S(=O)(=O)N2CCN(CC(=O)NC(=O)NC3CCCCC3)CC2)cc1,-7,-14,19,-3,-7,20,-26,1
CC1(C)c2ccccc2N2CC(=O)N(CC(N)=O)C21C (stereo not drawn),-4,10,-14,3,0,9,0,7
Cc1cc(C)c(NC(=O)COc2nncc3ccccc23)c(C)c1,3,3,0,6,-7,0,-3,1
CCSc1nc(C)cc(C)c1S(=O)(=O)c1ccccc1C,6,1,11,2,-6,20,-11,0
O=C(CNc1cccc(S(=O)(=O)N2CCCC2)c1)Nc1ccc(C(F)(F)F)cc1,5,-1,23,-10,16,5,-6,2
Fc1ccc(Nc2nc(-c3ccncc3)nc3ccccc23)cc1,-32,-5,-8,13,-12,-174,-5,4
Nc1cc(N)nc(SCC(=O)Nc2ccccc2)n1,-8,-7,8,3,-8,17,-25,0
Cn1nc(C(=O)NCc2cccnc2)c2ccccc2c1=O,1,4,3,1,-1,26,-13,2
COc1ccc(NC(=O)CSc2nnc(CNC(=O)COc3ccc(Cl)cc3)o2)cc1,-3,18,-8,3,-7,16,-11,0
Cc1cc(C)nc(N2CCCC(C(=O)NCCc3ccc(F)cc3)C2)n1 (stereo not drawn),-3,-2,-9,8,-2,-25,-1,3
Cn1c(=O)c(/C=C/c2ccccc2)nc2ccccc21,14,-2,12,14,-10,-378,9,-26
COc1ccc(CCNC(=O)C2CCN(S(C)(=O)=O)CC2)cc1,6,-5,-28,6,-10,20,-13,1
Cc1cc(Br)ccc1SCC(=O)OCC(=O)NC1CCCC1,-7,5,-4,6,-5,18,-8,5
c1ccc(-c2nc(NCc3ccco3)c3oc4ccccc4c3n2)cc1,-4,5,-14,9,-4,17,6,0
CC1CCCCN1C(=O)CCc1nnc(Cc2c[nH]c3ccccc23)o1 (stereo not drawn),-4,0,-7,5,-9,7,-6,-3
CCCP(=O)(CC(=O)N(CC)CC)c1ccccc1 (stereo not drawn),3,0,-14,2,-4,14,-1,3
O=C(COC(=O)c1cccnc1Cl)Nc1ccc2c(c1)OCCO2,-9,7,0,3,-4,5,0,0
Cc1ccc(S(=O)(=O)N2CCN(CC(O)c3ccccc3)CC2)cc1C (stereo not drawn),2,10,-9,6,-8,10,7,2
C=C1CCC2C(C)(C)[C@H](O)CC[C@@]2(C)[C@@H]1COc1cc(=O)oc2ccccc12 (stereo partly drawn),10,6,21,40,-5,-23,-5,4
O=[N+]([O-])c1ccc(-c2ccc(C=Nc3cccc4ccccc34)o2)cc1,45,52*,46*,-28,4,-285,83*,0
O=C(NCC(c1cccnc1)N1CCN(c2ccc(F)cc2)CC1)c1ccc2c(c1)OCO2 (stereo not drawn),-7,-2,9,-4,-7,16,-16,-2
O=C(c1ccco1)N1CCn2c1nc1ccccc12,11,40,0,-4,-6,13,27,-1
COCCCNc1nc2cc(OC)c(OC)cc2c2nc(-c3ccccc3)nn12,-4,-8,19,23,-3,-279,0,-1
COc1ccc(C(CNC(=O)c2cccc(S(=O)(=O)NCc3ccccc3)c2)N(C)C)cc1 (stereo not drawn),5,-1,12,19,-5,-7,-7,0
COc1ccc(S(=O)(=O)N2CCC(C(=O)N[C@H](C(=O)N3CCCCCC3)C(C)C)CC2)cc1,3,-2,2,-6,-5,12,1,-2
COc1cc(OC)cc(C(=O)NCC(=O)NCC(c2ccco2)N2CCCCC2)c1 (stereo not drawn),-7,5,2,-5,-5,13,8,-2

Another view of part of the listing above:
Second line of a record: SENP8 block-2	SENP7 inh	Apaf-1 inh	UBC13 inh	A3G deaminase	SENP8 block-1	SENP6 inh	SENP1 inh
- COc1ccc(C(CNC(=O)c2cccc(S(=O)(=O)NCc3ccccc3)c2)N(C)C)cc1 (stereo not drawn)
 : 5	-1	12	19	-5	-7	-7	0
- COc1ccc(S(=O)(=O)N2CCC(C(=O)N[C@H](C(=O)N3CCCCCC3)C(C)C)CC2)cc1
 : 3	-2	2	-6	-5	12	1	-2
- COc1cc(OC)cc(C(=O)NCC(=O)NCC(c2ccco2)N2CCCCC2)c1 (stereo not drawn)
 : -7	5	2	-5	-5	13	8	-2
